Assay outcomes from PubChem BioAssay.
ERAP1 HTS inh: ERAP1 (human) enzyme inhibition; Q9NZ08; recombinant ERAP1, Leu-AMC fluorescence, 60 min; inhibition, % at 10.7 µM; actives 0.15% (n = 340,000); AID 652197;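 active means mean replicate inhibition of at least 30%, or all replicates individually reaching that 30% level; inactive means mean below 30% and not every replicate reaching it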;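 further: 0% = neutral control wells and 100% = L-leucinethiol positive control wells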
Cneo AK release: causes C. neoformans cell lysis | lysis activity, % at 15 µM | actives 0.2% (n = 360,000) | adenylate kinase release luminescence, 4 h; normalised: neutral wells 0, clomiphene wells 100;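 active means mean lysis activity across replicates of at least 80%, whatever share of replicates individually reach that level; inactive means mean lysis activity below 80%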
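Schedule: static 4 h at 37 °C with compound, 1 h detection; system: C. neoformans cells; benchmarks: Clomiphene as positive control; buffer or medium: fresh YPD medium; measure: luminescence rise reflecting yeast cell lysis; measured by: luminescent adenylate kinase detection reagent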
E-selectin induc: E-selectin induction on HUVECs. P16581. HUVEC E-selectin immunofluorescence imaging; normalized: neutral wells 0, TNF-alpha wells 100. activation, % at 7.58 µM. AID 686992. actives 0.37% (n = 260,000);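 active means mean E-selectin-positive cell signal at least 10% of the positive control, reached in at least 60% of replicates, without over 20% cell loss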;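 further: in these data hits start at about 27%; measured in HUVEC primary endothelial cells; signal is the percent of cells scored E-selectin positive by PE staining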
Target sequence (P16581 whole entry, looked up): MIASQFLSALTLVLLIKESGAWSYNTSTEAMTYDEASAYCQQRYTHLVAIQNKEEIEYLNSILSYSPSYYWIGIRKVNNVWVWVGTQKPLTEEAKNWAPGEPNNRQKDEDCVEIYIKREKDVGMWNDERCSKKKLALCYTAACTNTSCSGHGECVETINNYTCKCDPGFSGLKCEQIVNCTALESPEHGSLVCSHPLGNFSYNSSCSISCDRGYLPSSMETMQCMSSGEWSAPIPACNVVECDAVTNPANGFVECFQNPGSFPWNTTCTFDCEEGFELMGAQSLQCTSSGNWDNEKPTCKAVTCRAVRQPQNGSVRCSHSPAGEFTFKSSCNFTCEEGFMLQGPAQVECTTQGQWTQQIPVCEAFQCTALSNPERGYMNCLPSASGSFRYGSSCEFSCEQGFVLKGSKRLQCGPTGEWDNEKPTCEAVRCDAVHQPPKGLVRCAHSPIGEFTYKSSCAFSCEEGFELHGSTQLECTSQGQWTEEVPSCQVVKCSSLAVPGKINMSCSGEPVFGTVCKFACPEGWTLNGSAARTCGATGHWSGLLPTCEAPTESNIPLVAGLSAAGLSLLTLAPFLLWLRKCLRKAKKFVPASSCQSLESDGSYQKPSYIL
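assay system = HUVEC, human umbilical vein endothelial cells | input = 3,000 HUVEC seeded per well | medium = EGM-2 growth medium on 0.1% gelatin-coated wells | dosing = one compound dose added by pin transfer | signal = immunofluorescence imaging | read-out basis = % PE-positive cells | control set = TNF-alpha, DMSO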
PGC1a acetyl inh: modulators of PGC1a acetylation | U2OS PGC1a acetylation, AlphaScreen anti-acetyl-lysine; with virally co-expressed GCN5 acetyltransferase | inhibition, % at 15.6 µM | actives 0.17% (n = 350,000) | AID 651687;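 active means every replicate shows inhibition of at least 40%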;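 further: 0% = neutral control wells and 100% = positive control wells; some results beyond the cut were filed as inactive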
RAD54 branch: blocks human RAD54 Holliday junction branch migration. inhibition, % at 10.4 µM. actives 0.14% (n = 360,000). Q92698. FAM/BHQ fluorescence;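 active means mean normalized replicate activity at least 40 and at least half of replicates scoring 40 or more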;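 further: 0% = median of neutral control wells and 100% = median of positive control wells; inhibitors cause a drop in the FAM fluorescence signal; in these data hits start at about 50%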
RAD52 anneal inh: RAD52 (human) annealing inhibition | recombinant RAD52 DNA annealing, FRET fluorescence | actives 0.46% (n = 360,000) | inhibition, % at 18.7 µM | AID 651710 | P43351;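 active means every replicate showing at least 50% inhibition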
Target sequence (P43351 whole entry, looked up): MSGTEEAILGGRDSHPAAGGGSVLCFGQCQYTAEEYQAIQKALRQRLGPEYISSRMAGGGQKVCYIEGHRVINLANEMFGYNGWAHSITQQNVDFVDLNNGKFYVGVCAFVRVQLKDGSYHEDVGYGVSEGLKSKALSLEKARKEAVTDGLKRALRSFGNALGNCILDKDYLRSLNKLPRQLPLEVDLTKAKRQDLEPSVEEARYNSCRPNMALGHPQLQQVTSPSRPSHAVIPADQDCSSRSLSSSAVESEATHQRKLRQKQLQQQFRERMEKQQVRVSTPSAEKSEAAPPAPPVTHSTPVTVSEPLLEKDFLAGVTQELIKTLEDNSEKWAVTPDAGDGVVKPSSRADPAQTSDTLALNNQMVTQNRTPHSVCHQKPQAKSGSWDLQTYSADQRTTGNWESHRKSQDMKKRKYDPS
PglD inh: inhibitors of Campylobacter jejuni PglD acetyltransferase | actives 0.098% (n = 360,000) | purified PglD enzyme, DTNB colorimetric CoA detection | inhibition, % at 12.5 µM | AID 602405; in the data active means inhibition above about 16%, passing the limit was not always enough; further: strong numbers were not always called active
miR-122 sensor: blocks miR-122 activity in Huh7 sensor cells; Huh7 miR-122 Renilla luciferase sensor, 48 h; neutral wells = 0, positive control = 100; activation (reporter increase), % at 12.5 µM; actives 0.3% (n = 340,000); AID 602342;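 active means mean replicate activation score at least 90 and every replicate individually at or above 90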;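 further: higher luciferase means less miR-122 activity so hits act as miR-122 inhibitors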
Active calls of the source: *; x = not tested or not shown; [ ] = another dose, or the depositor's remark. Compounds were not picked by outcome; about 1.4% have a hit in one of these screens.

Start of the listing, in advance (twelve entries):
SMILES | ERAP1 HTS inh | Cneo AK release | E-selectin induc | PGC1a acetyl inh | RAD54 branch | RAD52 anneal inh | PglD inh | miR-122 sensor
Cc1c(C(=O)Nc2c3c(nn2C(C)(C)C)CS(=O)(=O)C3)cccc1[N+](=O)[O-] | -1 | -4 | x | -5 | 8 | 2 | 0 | -3
Cc1ccc(C(=O)Cn2cccn2)cc1 | 4 | 3 | -4.6 | 5 | 3 | -1 | 1 | -2
O=C(c1cnn2c1NC(c1ccc(Br)cc1)CC2C(F)(F)F)N1CCN(C23CC4CC(CC(C4)C2)C3)CC1 (stereo not given) | x | 0 | x | -13 | 18 | x | -3 | 2
CC(=O)c1[nH]c(C)c(C(C)=O)c1C | x | 1 | 1.2 | 1 | -6 | x | -6 | -6
COc1ccc(N2CCN(c3ccc(C(N)=O)cc3[N+](=O)[O-])CC2)cc1 | -2 | 1 | 4.5 | x | -4 | -6 | 1 | -2
CC1CC(C)(C)n2c(O)c(N=NC(N)=S)c3cccc1c32 (stereo not given) | -2 | 0 | -1.3 | 9 | 7 | 0 | 0 | 0
COc1ccc2c(c1OC)C(=O)OC2Nc1nc2ccccc2s1 (stereo not given) | 2 | 7 | x | 7 | 8 | -11 | 3 | 1
O=C(O)c1cccc(NS(=O)(=O)c2cccc3cccnc23)c1 | x | -1 | x | -2 | -3 | -12 | -5 | -7
CCOC(=O)c1sc(NC(=O)CSc2nc3cccnc3n2C)nc1C | -6 | 3 | x | 4 | 2 | -16 | -1 | -3
CC(C)NC(=O)Nc1ccc2c(c1)C(=O)N([C@@H](C)CO)C[C@H](C)[C@H](CN(C)Cc1ccc(C(F)(F)F)cc1)OCCCC[C@H](C)O2 | -1 | 48 | x | 2 | 6 | 31 | -3 | -4[16.7 µM]
CCCCNC(=O)C1(C)CCN1C(=O)c1ccc(OC)c(F)c1 (stereo not given) | 6 | -2 | 0.7 | 19 | -2 | -5 | -1 | 3
CN(c1ccc(C(=O)N2CCN(Cc3ccc4c(c3)OCO4)CC2)cc1)S(C)(=O)=O | 0 | x | -0.3 | 9 | x | -20 | x | x

Main list, previewed entries included:
SMILES | ERAP1 HTS inh | Cneo AK release | E-selectin induc | PGC1a acetyl inh | RAD54 branch | RAD52 anneal inh | PglD inh | miR-122 sensor
Cc1c(C(=O)Nc2c3c(nn2C(C)(C)C)CS(=O)(=O)C3)cccc1[N+](=O)[O-] | -1 | -4 | x | -5 | 8 | 2 | 0 | -3
Cc1ccc(C(=O)Cn2cccn2)cc1 | 4 | 3 | -4.6 | 5 | 3 | -1 | 1 | -2
O=C(c1cnn2c1NC(c1ccc(Br)cc1)CC2C(F)(F)F)N1CCN(C23CC4CC(CC(C4)C2)C3)CC1 (stereo not given) | x | 0 | x | -13 | 18 | x | -3 | 2
CC(=O)c1[nH]c(C)c(C(C)=O)c1C | x | 1 | 1.2 | 1 | -6 | x | -6 | -6
COc1ccc(N2CCN(c3ccc(C(N)=O)cc3[N+](=O)[O-])CC2)cc1 | -2 | 1 | 4.5 | x | -4 | -6 | 1 | -2
CC1CC(C)(C)n2c(O)c(N=NC(N)=S)c3cccc1c32 (stereo not given) | -2 | 0 | -1.3 | 9 | 7 | 0 | 0 | 0
COc1ccc2c(c1OC)C(=O)OC2Nc1nc2ccccc2s1 (stereo not given) | 2 | 7 | x | 7 | 8 | -11 | 3 | 1
O=C(O)c1cccc(NS(=O)(=O)c2cccc3cccnc23)c1 | x | -1 | x | -2 | -3 | -12 | -5 | -7
CCOC(=O)c1sc(NC(=O)CSc2nc3cccnc3n2C)nc1C | -6 | 3 | x | 4 | 2 | -16 | -1 | -3
CC(C)NC(=O)Nc1ccc2c(c1)C(=O)N([C@@H](C)CO)C[C@H](C)[C@H](CN(C)Cc1ccc(C(F)(F)F)cc1)OCCCC[C@H](C)O2 | -1 | 48 | x | 2 | 6 | 31 | -3 | -4[16.7 µM]
CCCCNC(=O)C1(C)CCN1C(=O)c1ccc(OC)c(F)c1 (stereo not given) | 6 | -2 | 0.7 | 19 | -2 | -5 | -1 | 3
CN(c1ccc(C(=O)N2CCN(Cc3ccc4c(c3)OCO4)CC2)cc1)S(C)(=O)=O | 0 | x | -0.3 | 9 | x | -20 | x | x
COc1ccc(CCNC(=O)COC(=O)/C=C/c2ccc(OC)cc2OC)cc1 | 1 | 0 | 1.8 | 5 | 10 | -11 | -2 | 1
Cc1ccc(-c2nnc(-c3cccc(NC(=O)c4cccs4)c3)o2)cc1 | x | -2 | x | -20 | 7 | x | -4 | 2
CC(C)(C)c1cc(C(=O)O)nn1-c1ccccc1 | 10 | -2 | x | 8 | 0 | -11 | 2 | -1
Cc1ccc(OCCC(=O)OCC(=O)N2CCN(S(=O)(=O)c3ccc(C)cc3)CC2)cc1 | 1 | 2 | 0.5 | 3 | 9 | 1 | 7 | -3
O=C(C#Cc1ccccc1)c1ccccc1 | -2 | 0 | -0.1 | -29 | -3 | 0 | -4 | 40
Cc1ccc([N+](=O)[O-])c(NC(=O)COC(=O)C2CC3CCCC(C2)C3=O)c1C (stereo not given) | 0 | 1 | -0.1 | x | 1 | -2 | 9 | x
Cc1cc(C)nc(/N=C(\N)Nc2ccc(S(=O)(=O)O)cc2)n1 | -19 | x | x | 7 | x | -8 | x | -5
O=[N+]([O-])c1ccc(NC(=S)N2CCc3ccccc32)cc1 | 3 | 0 | 0.2 | x | -2 | -16 | -1 | 22
C[C@H](O)C#Cc1ccc2c(c1)O[C@@H](CN(C)Cc1ccncc1)[C@@H](C)CN([C@H](C)CO)S2(=O)=O | 1 | -2 | 0.1 | -7 | -11 | 15 | -1 | 6[16.7 µM]
O=C(Cc1ccccc1)NCC1OCCc2ccccc21 (stereo not given) | 3 | -2 | 5.1 | -3 | 0 | -16 | -2 | -1
Cc1cc(C)c2cc(CN(Cc3nnnn3Cc3ccc(F)cc3)C3CCCC3)c(=O)[nH]c2c1 | x | -3 | x | x | -13 | x | -2 | -7
CCCCOC(=O)CNc1n[nH]c(=S)[nH]c1=O | x | 7 | x | -10 | 6 | x | -2 | -7
CCOC(=O)N1CCC(NC(=O)c2ccc(CNS(=O)(=O)c3ccc(F)cc3)cc2)CC1 | 1 | x | x | 1 | x | -1 | x | -12

The list continues.
SMILES | ERAP1 HTS inh | Cneo AK release | E-selectin induc | PGC1a acetyl inh | RAD54 branch | RAD52 anneal inh | PglD inh | miR-122 sensor
CO[C@@H]1CN(C)C(=O)c2ccc(NC(C)=O)cc2OC[C@H](C)N(C(=O)C2CCC2)C[C@H]1C | 4 | -12 | 0.4 | 8 | 2 | -5 | -5 | x
O=C(CCCC(=O)N(CC(=O)NC1CCCCC1)c1cccc(F)c1)Nc1ccccn1 | -1 | 0 | 0.3 | x | 4 | 1 | 4 | -4
CC(C)CC(=O)Nc1c2c(nn1-c1ccc(F)cc1)CS(=O)(=O)C2 | -1 | 1 | 0.2 | -10 | -5 | -17 | -6 | x
CCCC#Cc1cnc2c(c1)C(=O)N([C@H](C)CO)C[C@@H](C)[C@H](CN(C)S(=O)(=O)c1cn(C)cn1)O2 | -2 | -8 | -0.1 | 3 | -3 | 9 | -4 | 33[16.7 µM]
CO[C@H]1CN(C)C(=O)c2ccc(NC(=O)NC(C)C)cc2OC[C@H](C)N(Cc2ccc(-c3ccccn3)cc2)C[C@H]1C | 1 | 2 | 0.3 | 2 | -6 | -20 | 0 | x
CC(C)OC(=O)CCNc1n[nH]c(=O)[nH]c1=O | x | 0 | x | 10 | -6 | x | -5 | -6
CO[C@@H]1CN(C)C(=O)c2cc(NC(=O)CC(F)(F)F)ccc2OC[C@H](C)N(S(=O)(=O)c2cn(C)cn2)C[C@H]1C | -5 | x | -0.1 | 9 | x | -39 | x | x
COc1cccc(NC(=O)N2CC(=O)N3[C@@H](CO)[C@H](c4ccc(C5=CCCC5)cc4)[C@@H]3C2)c1 | -1 | x | 0.2 | 1 | x | -5 | x | x
COc1ccc2c3c(n(C)c2c1)[C@H](CO)N(C(=O)CN1CCOCC1)CC31CCN(C(C)=O)CC1 | 3 | x | -0.3 | 5 | x | 2 | x | x
CC(=O)Nc1ccc(NC(=O)COc2c(C)cc(Br)cc2C)cc1 | -1 | x | -1.4 | 1 | x | -12 | x | x
CNC[C@@H]1Oc2c(NS(=O)(=O)c3ccc(C)cc3)cccc2C(=O)N([C@@H](C)CO)C[C@@H]1C | 1 | 0 | 0.4 | 6 | 8 | -7 | 5 | 0[16.7 µM]
OC[C@H]1[C@@H](c2ccccc2)[C@@H](CNCC2CCC2)N1CC1CC1 | 4 | -3 | -0.1 | -2 | -4 | -1 | 0 | -33[16.7 µM]
CCC(=O)N1[C@H](CO)[C@H](c2ccccc2)C12CN(Cc1nccs1)C2 | 0 | x | -0.2 | 9 | x | -10 | x | x
CN(CCc1ccccc1)C(=O)c1cccc(NC(=O)Cc2cccc(NC(=O)C3CCN(C(=O)C4CCC4)CC3)c2)c1 | 0 | 3 | -0.1 | 0 | 7 | 6 | 16 | 3
CCOC(=O)C1CCN(C(=O)C2(NC(=O)Nc3ccccc3Cl)CCCCC2)CC1 | x | 1 | x | -1 | 3 | x | -1 | 2
O=C(COC(=O)/C=C/c1ccco1)NCc1ccc2c(c1)OCO2 | 0 | 0 | 3.1 | x | -6 | -27 | -3 | -3
O=C(COC(=O)C1CC1)NCCc1ccc(Cl)cc1 | 0 | 10 | 0.1 | x | -4 | -1 | -1 | -5
Cc1cc(C)n2nc(C(=O)OCC(=O)N(Cc3ccccc3)C(C)C)nc2n1 | -4 | x | x | -1 | -4 | -4 | 5 | -9
CCCN(Cc1ccc(N(C)C)cc1)CC1CC1 | x | -3 | x | -3 | -6 | x | -2 | 2
Cc1ccc(C(C)C)c(OCC(=O)NC(=S)Nc2ccccc2N2CCOCC2)c1 | -6 | -2 | 0.1 | x | 9 | -11 | 1 | 7
Cc1cc(S(=O)(=O)Nc2c(NC3CCCCC3)c3ccccc3oc2=O)ccc1F | 0 | -1 | x | -7 | -5 | -18 | -4 | -1
CC(=O)c1ccc(N2CCN(C(=O)C3CCN(S(=O)(=O)c4ccc5c(c4)CC(C)N5C(C)=O)CC3)CC2)cc1 (stereo not given) | -2 | -18 | x | -16 | -2 | -9 | -2 | x
N#Cc1c(NC(=O)CSc2ncc(-c3ccccc3)n2CC2CCCO2)sc2c1CCCC2 (stereo not given) | x | 1 | x | 5 | -1 | x | 4 | 1
O=C(CN1N=C(c2ccc(Cl)cc2)CCC1=O)NCc1cccnc1 | x | 8 | 0.1 | 1 | 5 | x | -2 | 2
COc1cc(CN2CCN(C3CCC3)CC2CCO)cc(OC)c1 (stereo not given) | -2 | 6 | 0.0 | 4 | 2 | -10 | -1 | -1
COc1ccc(NC(=O)Cn2c(-c3ccc(OC)cc3)cn(-c3ccc(C)cc3)c2=O)cc1 | x | 0 | x | 8 | -9 | x | -2 | 4
COc1ccc(NC(=O)COC(=O)Cc2c(F)cccc2Cl)cc1 | 8 | -1 | 4.0 | -11 | 2 | -2 | 2 | 17
Cc1noc(C)c1NC(=O)Nc1ccc2c(c1)C(=O)N([C@H](C)CO)C[C@H](C)[C@@H](CN(C)C(=O)Nc1ccccc1)OCCCC[C@@H](C)O2 | -1 | 4 | 0.1 | -4 | -1 | 13 | 1 | 10[16.7 µM]
Cc1cccc2sc(NC(=O)C3c4ccccc4Oc4ccccc43)nc12 | 0 | -4 | x | -3 | -7 | -10 | 6 | 2
COc1ccc(C2CC(c3c(Cl)cccc3Cl)n3nc(N)nc3N2)cc1 (stereo not given) | x | -1 | -0.1 | x | -8 | -4 | -10 | x
